# Assay outcomes from PubChem.
# TDP-43 yeast inh = inhibitors of TDP-43 toxicity in yeast; TDP-43 expressing yeast growth rescue, BacTiter-Glo, 24 h; Potency, µM (series often up to 46.1 µM), for the others: at the top dose growth rescue (activation), usual class: activators; 1.8% of 410,000 active; AID 652104; note: potency is the fitted concentration of half-maximal effect; % of control where 0% means no effect; nearly all actives have a fitted effect of over 50% in size
#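 Galactose-induced TDP-43 yeast, OD600=0.02, compound pinned; 24 hr, 30 deg C; BacTiter-Glo luminescence for growth. Inhibitors of TDP-43 toxicity read as activators.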
# pAkt inh = blocks phosphorylation of Akt; activity change, % for hits at 50 µM; 0.32% of 360,000 active; Neuro2A IGF-stimulated pAkt S473 HTRF, 20 min; active compounds read low; AID 651550; in the data active = activity change below about -80%; inconclusive = mostly about -51% to -80%; note: % is set by controls: 0 for no effect and ±100 for the full control effect
#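 Neuro2A cells (4,500/well, DMEM with 0.5% FBS) were treated with compound at a single 50 µM final concentration, stimulated with 6 nM IGF for 20 min at 37 °C, and lysed. Phospho-Akt Ser473 was read by HTRF as 665/615 ratio ×10^4.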
# MmCpn inh = blocks the Methanococcus maripaludis chaperonin Mm-Cpn; purified Mm-Cpn ATPase, ADP Transcreener TR-FRET; Potency, µM (top dose mostly 76.9 µM), inactives show at the top dose activity, negative = inhibition, hits mostly inhibitors; 0.031% of 330,000 active; AID 504842; note: potency is the fitted concentration of half-maximal effect; % is set by controls: 0 for no effect and ±100 for the full control effect; nearly all actives have a fitted effect of over 80% in size
#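 Compound-treated chaperonin, 25 nM final, turns over 10 uM ATP at 37°C for 30 min following a 10 min preincubation; ADP generated competes with ADP-d2 for Eu-cryptate antibody, lowering FRET.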
# aSyn yeast inh = rescues yeast growth from alpha-synuclein toxicity; 0.14% of 370,000 active; Potency, µM (doses to about 46.1 µM), for the others: top-dose growth rescue (activation), most hits filed as activators; Yeast expressing alpha-synuclein, growth rescue, BacTiter-Glo, 24 h; AID 652106; note: potency is the fitted concentration of half-maximal effect; % of control where 0% means no effect; nearly all actives have a fitted effect of over 65% in size
#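 Rescue of yeast growth: cells expressing toxic alpha-synuclein, induced in galactose at OD600 0.02, incubated with compound 24 h at 30 C. ATP luminescence quantified growth; inhibitors of toxicity appear as activators.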
# Abeta yeast res = restores growth of yeast expressing A-beta42 peptide; 0.063% of 410,000 active; Potency, µM (titrated, usually from 46.1 µM), for the others: at the highest dose growth rescue, usual class: activators; yeast expressing A-beta42, growth rescue, OD600, 48 h; response scale: 0% DMSO, 100% iron-clioquinol control; note: potency is the fitted concentration of half-maximal effect; nearly all actives have a fitted effect of over 55% in size
#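 Growth rescue measured by 600 nm absorbance after 48 h yeast culture at 30 C with compound. Values normalized between DMSO and an equimolar ferric chloride plus clioquinol control.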
# HEK293 tox = cytotoxicity counter-screen for GLP-1 receptor inverse agonists | HEK293 cAMP-luciferase reporter cells, luminescence, 24 h | Potency, µM (top dose mostly 38.3 µM), inactives show top-dose activity change, negative = inhibition, usual class: inhibitors | AID 624418 | 0.13% of 410,000 active;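 note: loss of luciferase light is scored as toxicity; potency is the fitted concentration of half-maximal effect; % is set by controls: 0 for no effect and ±100 for the full control effect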
#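 1536-well qHTS counterscreen of the MLSMR; 200 cells/uL, 12 h pre-incubation, 23 nL cpd, 24 h at 37 deg C 5% CO2, luciferase detection reagent, 12 min RT, luminescence. Inhibition = undesired.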
# GLP1R inv ag = acts as inverse agonist at human GLP-1 receptor | HEK293 GLP-1R CRE-luciferase, luminescence, 24 h; GLP-1R form is constitutively active | Potency, µM (series often up to 38.3 µM), for the others: at the highest dose activity change, negative = inhibition, most hits filed as inhibitors | 1.6% of 410,000 active | P43220 | AID 624417; note: potency is the fitted concentration of half-maximal effect; % is set by controls: 0 for no effect and ±100 for the full control effect; nearly all actives have a fitted effect of over 55% in size
# Target sequence (P43220 whole entry, looked up): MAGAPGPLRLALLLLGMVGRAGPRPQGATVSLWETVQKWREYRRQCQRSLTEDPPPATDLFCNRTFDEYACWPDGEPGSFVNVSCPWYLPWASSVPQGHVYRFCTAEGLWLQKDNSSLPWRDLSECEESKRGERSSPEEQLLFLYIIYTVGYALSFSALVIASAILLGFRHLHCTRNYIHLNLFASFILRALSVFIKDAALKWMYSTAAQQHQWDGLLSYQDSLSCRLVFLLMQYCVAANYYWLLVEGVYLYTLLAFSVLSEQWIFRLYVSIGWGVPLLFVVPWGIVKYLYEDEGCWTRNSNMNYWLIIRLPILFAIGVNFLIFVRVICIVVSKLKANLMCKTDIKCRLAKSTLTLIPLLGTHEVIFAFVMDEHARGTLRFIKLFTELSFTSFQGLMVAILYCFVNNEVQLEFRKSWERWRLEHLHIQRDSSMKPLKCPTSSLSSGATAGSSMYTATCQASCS
#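 HEK293 cells stably co-expressing constitutively active GLP-1R and a cAMP-responsive luciferase reporter were seeded in DMEM with 10% Nu serum, given compounds after 12 h, and incubated 24 h at 37 deg C. Luminescence was then read.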
# PTHR1 agonist = activates the human parathyroid hormone receptor PTHR1; HEK293 GP2 PTHR1 cells, GloSensor cAMP luminescence, 1 h; 0.075% of 410,000 active; Potency, µM (top dose mostly 115 µM), without a hit: at the highest dose activation, hits mostly activators; AID 743266; note: potency is the fitted concentration of half-maximal effect; nearly all actives have a fitted effect of over 55% in size; some results filed as inactive show a strong effect at the top dose; inactives centre near -15; many of its hits are not listed in these tables
# Target sequence (Q03431 whole entry, looked up): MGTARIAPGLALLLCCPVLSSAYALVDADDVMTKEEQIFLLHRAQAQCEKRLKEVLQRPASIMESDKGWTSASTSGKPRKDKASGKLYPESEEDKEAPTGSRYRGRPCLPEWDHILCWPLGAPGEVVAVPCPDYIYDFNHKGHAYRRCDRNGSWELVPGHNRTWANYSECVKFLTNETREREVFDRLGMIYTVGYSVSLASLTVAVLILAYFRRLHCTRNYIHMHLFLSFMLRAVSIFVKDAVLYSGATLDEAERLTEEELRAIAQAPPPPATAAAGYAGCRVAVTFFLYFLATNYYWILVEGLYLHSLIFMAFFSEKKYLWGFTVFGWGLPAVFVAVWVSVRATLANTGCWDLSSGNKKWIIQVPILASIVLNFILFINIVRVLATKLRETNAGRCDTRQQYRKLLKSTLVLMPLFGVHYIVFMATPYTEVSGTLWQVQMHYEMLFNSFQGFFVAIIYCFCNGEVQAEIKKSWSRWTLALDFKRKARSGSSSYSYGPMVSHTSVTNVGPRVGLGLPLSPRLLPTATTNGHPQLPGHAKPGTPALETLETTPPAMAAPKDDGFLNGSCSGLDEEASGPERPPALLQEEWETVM
#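 HEK-293-derived GP2 cells expressing PTHR1 and a GloSensor cAMP reporter, 3,000/well, plated overnight, given luciferin plus IBMX (each 0.5 mM as added) for 1 h at 37 °C, then compound for 1 h at 37 °C. Luminescence was read after 15 min at room temperature.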
# FUS yeast rescue = FUS proteinopathy suppression in yeast | S. cerevisiae FUS-expressing, growth rescue, OD600, 24 h | 0.24% of 390,000 active | Potency, µM (top dose mostly 76.6 µM), for inactives: top-dose growth rescue (activation), hits mostly activators | AID 1347120;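 note: potency is the fitted concentration of half-maximal effect; plate controls were DMSO vehicle for no effect and reference control for full effect; nearly all actives have a fitted effect of over 55% in size; some results filed as inactive show a strong effect at the top dose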
#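 Toxicity suppression screen in FUS-yeast. Cells induced with 2% galactose, starting OD 0.005, treated 24hr at 30C with compounds at multiple final concentrations; growth by OD600.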
# * hit, by the source's call; i = inactive; ? = inconclusive; / = not tested or not shown; & = joins results of further samples; [ ] = another dose, or the depositor's remark. Unless noted, calls come from the whole dose curve; as a rule, active = well fitted curve in the direction sought with a large enough effect; inconclusive = small, poorly fitted or top-dose-only effect, or another doubt; inactive = no such curve, though single readings can be large; an effect the other way counts as inactive or inconclusive.
SMILES,TDP-43 yeast inh,pAkt inh,MmCpn inh,aSyn yeast inh,Abeta yeast res,HEK293 tox,GLP1R inv ag,PTHR1 agonist,FUS yeast rescue
Cc1c(CCC(=O)NCCCn2ccnc2)c(=O)oc2cc3occ(C(C)(C)C)c3cc12,-12%,i,1%,-1%,-20%,-17%,?,-3%,4%
O=C(O)c1ccccc1NS(=O)(=O)c1ccc2c(c1)OCCO2,-7%,i,5%,7%,10%,26%,6%,i,13%
CCS(=O)(=O)N1CCc2cc(C(=O)N3CCN(c4ccccc4)CC3)ccc21,-2%,/,/,/,-17%,-5%,1%,-21%,27%
O=C1c2ccc(Oc3ccc4c(c3)C(=O)N(CCCO)C4=O)cc2C(=O)N1CCCO,17%,i,0%,-9%,0%,-13%,12%,-30%[inhibitor],-19%
Cc1ccc(C)c(N2CCN(S(=O)(=O)c3cn(C)c(C)n3)CC2)c1,12%,/,/,0%,-21%,3%,11%,-13%,5%
Cn1c(=O)c2cc(NC(=O)Cc3cccnc3)ccc2n1-c1ccc2ccccc2c1,-7%,i,/,-5%,-18%,?,?,i,18%
COc1cc(NCCCC(C)N)c2ncccc2c1 (stereo not drawn),-6%,i,-1%,-6%,-18%,?,?,-19%[57.5 µM],41%
Cc1ccc(Cl)cc1N1CCN(C(=O)Cn2nc(C)c3sc4ccccc4c3c2=O)CC1,3%,/,/,/,-12%,3%,1%,0%,-25%
CCn1cc(/C=C(\NC(=O)c2ccccc2)C(=O)NCCN2CCOCC2)c2ccccc21,15%,i,/,0%,1%,-16%,-4%,-66%[inhibitor],-9%
Cc1ccc(N(CC(C)C)S(=O)(=O)c2nnc(NC(=O)c3cccs3)s2)cc1,18%,/,/,/,5%,1%,?,-44%[inhibitor],-1%
O=C(N/N=C/c1cn(-c2ccccc2)nc1-c1cccnc1)c1ccc(F)cc1,17%,i,0%,5%,?,-20%,-14%,-23%,-14%
CN(CC(=O)N1CCc2ccccc2C1)S(=O)(=O)c1ccc2c(c1)c(=O)n(C)c(=O)n2C,20%,i,1%,-1%,23%,3%,10%,i,2%

# Reformatted with values under each structure: entries from further up
# Order of results – TDP-43 yeast inh, pAkt inh, MmCpn inh, aSyn yeast inh, Abeta yeast res, HEK293 tox, GLP1R inv ag, PTHR1 agonist, FUS yeast rescue
- Cn1c(=O)c2cc(NC(=O)Cc3cccnc3)ccc2n1-c1ccc2ccccc2c1
  -7%, i, /, -5%, -18%, ?, ?, i, 18%
- O=C(N/N=C/c1cn(-c2ccccc2)nc1-c1cccnc1)c1ccc(F)cc1
  17%, i, 0%, 5%, ?, -20%, -14%, -23%, -14%

# (continued)
SMILES,TDP-43 yeast inh,pAkt inh,MmCpn inh,aSyn yeast inh,Abeta yeast res,HEK293 tox,GLP1R inv ag,PTHR1 agonist,FUS yeast rescue
O=C(NCC(O)CO)c1csc(Nc2cccc3ccccc23)n1 (stereo not drawn),8%,i,-1%,2%,-10%,-1%,-17%,-14%,15%
O=C(Nc1ccc(S(=O)(=O)N2CCCCC2)cc1)C1CCN(C(=O)c2ccco2)CC1,-8%,i,0%,-1%,-8%,1%,?,-45%[inhibitor],5%
COc1ccc(Cl)cc1NC(=O)C1CCN(S(=O)(=O)c2ccc(F)cc2)CC1,19%,/,/,/,7%,-4%,?,-50%[inhibitor],-7%
CCc1ccccc1NC(=O)CSc1nc2cc(C(=O)NCC3CCCO3)ccc2c(=O)n1CC1CCCO1 (stereo not drawn),15%,i,/,-8%,2%,6%,12%,i,0%
Cc1noc(NS(=O)(=O)c2ccc(N3C(=O)c4ccccc4C3=O)cc2)c1C,?,i,0%,0%,18%,2%,-8%,2%[57.5 µM],14%
C/C(=C\c1ccccc1)CN1CCN(c2cccc(Cl)c2)CC1,-10%,/,-1%,-2%,8%,8%,-10%,?,9%
Cn1c2ccc(F)cc2c2nnc(SCCN3CCCCC3)nc21,-1%&-19%,i,-7%,0%,3%&-23%,13%&9%,11%&3%,-55%&-94%,5%&16%
Cc1ccccc1CNC(=O)CCC(=O)N1CCSc2ccccc21,24%,/,/,/,-11%,6%,-18%,i,1%
Cc1ccc(CNC(=O)c2cc(=O)c3cc(C)ccc3o2)cc1,-24%&21%,i,0%,-6%,-7%&-7%,-7%&11%,7%&-2%,-67%&-19%[inhibitor],12%&2%
CC(C)CNC(=S)N1CCN(c2nc3ccccc3s2)CC1,15%,i,2%,2%,8%,2%,?,-44%[inhibitor],-35%
CCN(CC)S(=O)(=O)c1ccc(N2CCOCC2)c(NC(=O)Cc2cccc3ccccc23)c1,7%,i,-14%,-2%,3%,-16%,-10%,i,/
COc1ccc(CNC(=O)CN2CCN(c3cccc(C)c3C)CC2)cc1,-10%,i,0%,11%,0%,-2%,?,i,24%
CC(=O)c1c(O)ccc2c(-c3ccccc3)cc(=O)oc12,?,i,-1%,5%,-25%,131%[activator],-6%,-4%,11%
O=C(Nc1cccc2ccccc12)c1ccc(Br)o1,28%,i,-2%,0%,14%,-8%,-21%,-34%[inhibitor],23%
O=C(Nc1ccc(Br)cc1)c1ccc(F)c(S(=O)(=O)NCc2cccs2)c1,20µM*,i,0%,?,?,-24%,?,-1%,37%
COc1cccc(/C=N/n2c(C3CCCCC3)n[nH]c2=S)c1,?,i,-1%,5%,?,-17%,-8%,-9%,-22%
CCc1nnc(NC(=O)CSc2nccn2-c2cccc(C)c2C)s1,?,i,-18%,4%,-16%,-22%,?,-46%[inhibitor],-7%
CCOc1ccc2nc(NCCO)[nH]c2c1,0%,i,2%,-1%,12%,0%,6%,-3%,0%
CN1C(=O)C(C)(C)c2cc(S(=O)(=O)NCc3ccc(C(=O)NCc4ccco4)cc3)ccc21,-26%,i,-1%,-3%,1%,-7%,-3%,19%,0%
CCCN(CC(=O)Nc1ccc(Cl)cc1Cl)C(=O)c1ccc(=O)[nH]c1,-6%,i,-1%,-6%,2%,-1%,20%,?,-3%
CCCNC(=O)CSc1nnc(C)s1,-18%,i,4%,3%,-6%,12%,6%,-4%,12%
Cc1cc(NC(=O)COC(=O)CCC(=O)c2ccc(F)cc2)no1,-6%,i,1%,7%,19%,-10%,3%,i,10%
Cc1ccccc1-c1noc(-c2ccc(Cl)cc2)n1,17%,i,-2%,2%,2%,10%,7%,-8%,-17%
Cc1ccc2c(=O)cc(C(=O)NCc3ccccc3)oc2c1,0%,/,/,/,-2%,7%,-11%,-39%[inhibitor],12%

# Five entries out of the list, arranged by number of heavy atoms, lowest first.
SMILES,TDP-43 yeast inh,pAkt inh,MmCpn inh,aSyn yeast inh,Abeta yeast res,HEK293 tox,GLP1R inv ag,PTHR1 agonist,FUS yeast rescue
CC(=O)c1c(O)ccc2c(-c3ccccc3)cc(=O)oc12,?,i,-1%,5%,-25%,131%[activator],-6%,-4%,11%
COc1cccc(/C=N/n2c(C3CCCCC3)n[nH]c2=S)c1,?,i,-1%,5%,?,-17%,-8%,-9%,-22%
Cc1ccc(CNC(=O)c2cc(=O)c3cc(C)ccc3o2)cc1,-24%&21%,i,0%,-6%,-7%&-7%,-7%&11%,7%&-2%,-67%&-19%[inhibitor],12%&2%
CCS(=O)(=O)N1CCc2cc(C(=O)N3CCN(c4ccccc4)CC3)ccc21,-2%,/,/,/,-17%,-5%,1%,-21%,27%
O=C(N/N=C/c1cn(-c2ccccc2)nc1-c1cccnc1)c1ccc(F)cc1,17%,i,0%,5%,?,-20%,-14%,-23%,-14%

# New compounds follow.
SMILES,TDP-43 yeast inh,pAkt inh,MmCpn inh,aSyn yeast inh,Abeta yeast res,HEK293 tox,GLP1R inv ag,PTHR1 agonist,FUS yeast rescue
COc1ccc2nnc(-c3ccc(C(F)(F)F)cc3)n2n1,6%,i,2%,3%,-17%,0%,11%,-5%,24%
CCC(C)C(=O)Nc1ccc(OC)cc1[N+](=O)[O-] (stereo not drawn),0%,i,-1%,-2%,-13%,4%,10%,-5%,/
CCOC(=O)C1CCCCN1C(=O)c1cc2ccc(OC)cc2c2cc(OC)c(OC)cc12 (stereo not drawn),16%,i,/,-4%,-5%,-9%,?,-13%,1%
COc1cccc(N2C(=O)[C@H]3C(C(=O)c4cnccn4)=NN[C@H]3C2=O)c1,-19%[1.82 µM],i,-3%[15.4 µM],0%,21%,-7%,0%,i,?
O=C(c1ccc(C(F)(F)F)cc1)C1CCCN(C(=O)CCc2ccncc2)C1 (stereo not drawn),11%,i,-4%,5%,-1%,-2%,?,-33%[inhibitor],-9%
CCOC(=O)C1CCN(c2c(NCCCN(C)C3CCCCC3)c(=O)c2=O)CC1,13%,i,-2%,-1%,-1%,-18%,-14%,i,-21%
CCOC(=O)c1[nH]c2ccccc2c1NC(=O)c1ccc(OC(C)C)cc1,21%,/,/,/,-6%,-18%,8%,-15%,-34%

# Not all compounds are listed, so the mix of outcomes need not match the whole.
